V1R ag counter: agonists of human V1a receptor, primary screen, counter-screen for OXTR agonist project, fluorescence, CHO-V1R cells | Vasopressin V1a receptor (Homo sapiens), P37288 | Fluo-8 calcium fluorescence, agonist mode; 0% DMSO, 100% 3 nM vasopressin | activation, % at 3 µM | 320,000 tested, 0.25% active;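 active = activation above the mean activation of all tested compounds plus 3 SD, per screening run, cut at about 20% in these data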;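 also: signal is peak over basal fluorescence ratio across a 100 second FLIPR read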
Target sequence (P37288 whole entry, looked up): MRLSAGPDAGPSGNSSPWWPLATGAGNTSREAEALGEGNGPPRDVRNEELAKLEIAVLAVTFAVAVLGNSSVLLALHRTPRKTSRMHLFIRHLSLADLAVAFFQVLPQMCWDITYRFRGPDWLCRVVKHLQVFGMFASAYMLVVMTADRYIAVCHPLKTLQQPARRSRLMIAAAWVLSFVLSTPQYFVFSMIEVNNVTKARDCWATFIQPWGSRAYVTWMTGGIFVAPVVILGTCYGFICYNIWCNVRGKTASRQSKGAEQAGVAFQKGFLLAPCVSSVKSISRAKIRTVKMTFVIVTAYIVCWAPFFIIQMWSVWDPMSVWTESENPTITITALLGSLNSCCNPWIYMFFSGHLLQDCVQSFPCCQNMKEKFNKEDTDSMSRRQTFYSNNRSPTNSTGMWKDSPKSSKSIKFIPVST
OXTR potentiator: human OXTR potentiators, primary screen, fluorescence, CHO-OTR cells, Fluo-8 calcium | Oxytocin receptor (Homo sapiens), P30559 | Fluo-8 calcium fluorescence, potentiator mode; 0% = oxytocin EC15, 100% = EC100 | activation, % at 3 µM | 320,000 tested, 0.061% active;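 active = activation above that plate's cutoff, the mean activation of tested compounds plus 3 SD, cut at about 6.6% in these data, passing the limit was not always enough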;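 also: 100% uses oxytocin at 75 nM as the full agonist control; some results filed as inactive read as strong as hits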
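Assay system: CHO cell line stably expressing human OTR. Reagent: EC15 oxytocin agonist. Dosing: single dose, 3.0 µM nominal final compound concentration. Timing: compound 6 min at room temperature before oxytocin, 100 s read. Signal: kinetic Fluo-8 calcium fluorescence. Controls: oxytocin EC15 low and EC100 high.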
CHO parental Ca: ATP-evoked calcium signal inhibitors, parental CHO, primary screen, counter-screen for OX1R antagonist project, cell-based, fluorescence, Fluo-8 calcium dye; parental CHO-K1, ATP-induced calcium, Fluo-8 fluorescence; inhibition, % at 5.6 µM; 330,000 tested, 0.63% active;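 active = inhibition above that plate's mean sample inhibition plus 3 SD, cut at about 26% in these data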;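 also: 0% = ATP-challenged DMSO wells and 100% = DMSO wells without ATP; some compounds past the cut are filed as inactive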
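Material – parental CHO cells · Reagent – ATP stimulus · Compound – single nominal dose of 5.6 µM per compound · Detection – Fluo-8 fluorescence · Read-out basis – percent inhibition of calcium signal · Controls – ATP-challenged DMSO wells low, unchallenged DMSO wells high · Repeats – no replicates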
TAAR1 antagonist: human TAAR1 antagonists, primary screen, Fluo-8 calcium fluorescence, CHO RD-HGA16 cells; antagonist; inhibition, % at 3 µM; 360,000 tested, 1.5% active; AID 624466, 2012;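 active = inhibition above a per-plate cutoff, the mean inhibition of test compounds on that plate plus 3 SD, cut at about 49% in these data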;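 also: 0% = DMSO plus EC80 beta-PEA response and 100% = DMSO alone without agonist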
Target sequence (Q96RJ0 whole entry, looked up): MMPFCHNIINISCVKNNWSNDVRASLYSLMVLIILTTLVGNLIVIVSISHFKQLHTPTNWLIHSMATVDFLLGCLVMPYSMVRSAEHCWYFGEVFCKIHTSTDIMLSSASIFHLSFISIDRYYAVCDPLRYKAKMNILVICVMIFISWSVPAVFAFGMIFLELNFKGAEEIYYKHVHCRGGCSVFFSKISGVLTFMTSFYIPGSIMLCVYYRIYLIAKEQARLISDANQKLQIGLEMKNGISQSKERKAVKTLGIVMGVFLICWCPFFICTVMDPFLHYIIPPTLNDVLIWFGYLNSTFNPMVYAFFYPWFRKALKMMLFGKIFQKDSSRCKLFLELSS
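Test system – hTAAR1-expressing CHO RD-HGA16 cells, Gα16-coupled · Also added – β-PEA at EC80 concentration, post-compound challenge · Compound – 3 µM, single point · Incubation – dye loading 75 min at 37 °C, then 30 min room temperature · Measured by – Fluo-8 intracellular calcium dye fluorescence, real-time kinetic reads · Benchmarks – vehicle and agonist controls · Replicates – singlicate, one well per test compound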
OXTR agonist: human OXTR agonists, primary screen, fluorescence, CHO-OTR cells, Fluo-8 calcium | Fluo-8 calcium fluorescence; normalized: DMSO 0%, oxytocin 100% | 320,000 tested, 0.32% active | activation, % at 3 µM | Oxytocin receptor (Homo sapiens), P30559 | AID 2435, 2010;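 active = activation above the mean of all tested compounds plus 3 SD, cutoff set per screening run, cut at about 20% in these data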;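 also: peak over basal fluorescence ratio from a 100 s FLIPR kinetic read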
CHO-K1 Ca antag: nonselective inhibitor or artifact in parental CHO-K1 cells | inhibition, % at 3 µM | ATP-induced calcium, Fluo-8 fluorescence | 360,000 tested, 0.6% active;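 active = inhibition above a per-plate cutoff, the plate's mean sample inhibition plus 3 SD, cut at about 24% in these data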;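 also: 0% = DMSO plus EC80 ATP and 100% = DMSO alone without ATP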
M1 PAM parental: nonselective calcium activators in parental CHO-K1 cells, primary screen, counter-screen for M1 PAM project, cell-based, Fluo-8 calcium fluorescence, full deck, 1536-well | activation, % at 3 µM | 360,000 tested, 0.02% active | ATP EC20; 0% at ATP EC20, 100% at ATP max;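 active = activation above the run cutoff, the mean activation of all test compounds plus 3 SD, cut at about 40% in these data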;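 also: peak over basal fluorescence ratio in a 140 s read after ATP addition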
M1 ag parental: counter-screen for M1 agonists: effect in parental CHO-K1 cells. Fluo-8 calcium fluorescence; scaled to maximal ATP response, vehicle zero. 360,000 tested, 0.48% active. activation, % at 3 µM. AID 602248, 2012; in the data active = activation above about 15%;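 also: untransfected CHO-K1 host cells lacking M1 receptor as counterscreen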
GPR7 antag: GPR7 receptor antagonists, primary screen, cell-based, fluorescence, single concentration. Neuropeptides B/W receptor type 1 (Homo sapiens), P48145. GPR7-expressing cells, fluorescence antagonist assay. inhibition, % at 4.4 µM. 290,000 tested, 1.1% active. AID 1861, 2009; in the data active = inhibition above about 16%, passing the limit was not always enough;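 also: cells stimulated with the agonist NPW; 0% = agonist with vehicle and 100% = vehicle without agonist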
Target sequence (P48145 whole entry, looked up): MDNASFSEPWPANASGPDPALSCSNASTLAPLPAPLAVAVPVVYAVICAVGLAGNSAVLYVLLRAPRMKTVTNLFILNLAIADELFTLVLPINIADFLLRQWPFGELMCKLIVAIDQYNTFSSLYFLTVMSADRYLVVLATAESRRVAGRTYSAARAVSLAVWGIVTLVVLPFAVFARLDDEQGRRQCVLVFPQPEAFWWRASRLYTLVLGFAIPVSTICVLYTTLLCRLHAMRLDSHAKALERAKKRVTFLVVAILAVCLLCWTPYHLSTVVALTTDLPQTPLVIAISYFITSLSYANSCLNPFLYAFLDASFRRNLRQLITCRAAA
Numbers without * were called inactive; . = not tested or not shown.

SMILES	V1R ag counter	OXTR potentiator	CHO parental Ca	TAAR1 antagonist	OXTR agonist	CHO-K1 Ca antag	M1 PAM parental	M1 ag parental	GPR7 antag
COc1ccc(C(=O)NCC2CCCO2)cc1OC (stereo unspecified)	0.0	-4	-12	-15	0.4	-6	12	0.1	-7
Cc1cc(C)c2cc(C(=O)Nc3ccccc3)[nH]c2c1	-1.0	-5	-9	-35	-2.6	-1	4	4.1	2
C[C@@H]1COC(=O)[C@H](CC(=O)OC(C)(C)C)C/C=C\C[C@H](CC(=O)NCCO)C(=O)N1	0.3	5	2	4	1.2	-17	18	1.4	.
C[C@H](NC(=O)Cc1cccc2ccccc12)C(=O)N1CCOCC1	0.3	2	-11	-7	0.4	-4	4	0.3	.
Nc1nonc1-n1nncc1-c1ccccc1	1.3	-13	6	-15	0.0	-3	12	-0.1	-2
CNC(=S)N(Cc1ccc(OC)cc1)C1CC(=O)N(c2ccc(C(=O)OC)cc2)C1=O (stereo unspecified)	2.8	-6	-12	4	7.3	.	.	.	0
CC1CCCN(C(=O)CCNS(=O)(=O)c2ccc3c(c2)oc(=O)n3C)C1 (stereo unspecified)	0.6	-4	-8	-19	0.5	-2	-19	0.3	-10
Cc1ccc(N(CC(=O)NC2CCCCC2)C(=O)c2ccc(C)s2)cc1	-1.8	-1	-6	0	-2.3	-22	1	0.4	-11
CC12CCC(C(N)=O)(c3nc4ccccc4nc31)C2(C)C (stereo unspecified)	1.1	-11	4	0	-0.4	-6	12	0.8	-17
CCOC(=O)C1(C)C=C(Nc2ccc(C)cc2)C(=O)N1c1ccc(C)cc1 (stereo unspecified)	0.2	-1	-16	2	-1.7	4	-10	0.1	-2
Cc1cc(OCC(=O)N2CCN(c3ccccn3)CC2)c(C)cc1Br	5.4	-11	3	-26	0.1	-1	-14	1.0	-2
COc1ccccc1C(C#N)c1cccc(Cl)n1 (stereo unspecified)	-1.5	-11	-8	4	-2.0	-11	7	-0.6	12
COc1ccc(-c2nc(SC(CC(=O)NCc3ccccc3)c3ccc(OC)c(OC)c3)n[nH]2)cc1 (stereo unspecified)	-0.1	-9	-23	9	-1.7	-3	6	0.7	-7
Nc1c(N(Cc2ccco2)C(=O)COc2ccccc2Cl)c(=O)[nH]c(=O)n1Cc1ccccc1	-0.1	0	-9	-2	-0.3	-12	13	0.8	.
CSc1ccccc1NC(=O)CN(C)C(C)C(=O)NC(=O)NC1CCCCC1 (stereo unspecified)	-0.7	-5	-31	-1	-2.1	-11	-1	0.6	.
CC(Sc1nnc(C(F)(F)F)n1C)C(=O)NC(N)=O (stereo unspecified)	0.4	-3	1	-10	3.1	-10	19	0.3	-9
CCCC(=O)N1CCN(Cc2ccc3c(c2)OCO3)CC1	0.1	-3	-4	-1	-0.3	3	-2	0.3	-9
Cc1nc(C)c(-c2nnc(-c3ccc(C(C)(C)C)cc3)o2)cc1C(=O)NN	0.7	-6	-9	-30	0.1	-8	19	1.5	-9
O/N=C(\c1ccc(Cl)cc1)c1ncc(C(F)(F)F)cc1Cl	1.0	-11	-18	31	-1.6	-12	13	-0.1	3
Cc1c(-c2ccccc2)[n+](=O)c(-c2ccc(Br)cc2)c(C)n1[O-]	-0.1	1	-5	-5	-0.4	3	-9	0.5	-1
CSc1ccccc1C(=O)Nc1c(C)cccc1C	0.0	-6	0	-5	-1.2	-18	26	-0.1	-4
CCOc1ccc(C(=O)Nc2ccc(-c3cc4ccccc4oc3=O)c(C)c2)cc1[N+](=O)[O-]	-0.1	-2	-4	-5	0.8	8	-10	-0.1	-1
CC1CCN(C(=S)Nc2ccc3nc4n(c(=O)c3c2)CCCCC4)CC1	4.7	-11	0	8	5.0	-10	13	3.0	6
Cc1cc(-c2nnc(SCC(=O)Nc3ccccc3F)n2N)n[nH]1	-0.3	-1	-7	-3	0.8	-20	20	0.9	-2
CS(=O)(=O)N(CC(=O)N1CCN(Cc2ccc3c(c2)OCO3)CC1)Cc1ccc(Cl)cc1	7.8	-11	-24	-3	17	-30	6	9.2	25*
Next section.
SMILES	V1R ag counter	OXTR potentiator	CHO parental Ca	TAAR1 antagonist	OXTR agonist	CHO-K1 Ca antag	M1 PAM parental	M1 ag parental	GPR7 antag
Cn1c(=O)c2c(nc(Oc3ccccc3N)n2C)n(C)c1=O	.	.	.	-12	.	-21	25	9.4	-23
CC(=O)c1cccc(NC(=O)c2ccncc2)c1	-0.2	-3	4	11	-0.5	-5	11	0.9	-8
CCC(CC)NC(=O)Nc1ccc(F)c(Cl)c1	6.2	-7	-3	5	3.4	13	4	6.4	-17
NC(=O)C1C2CCC(C2)C1C(N)=O (stereo unspecified)	.	.	.	-15	.	-13	10	3.0	.
N#Cc1ccsc1NC(=O)CN1CCN(S(=O)(=O)c2ccccc2C(F)(F)F)CC1	1.4	-10	-16	9	2.8	-8	14	4.7	-9
Cc1ccc(C2(C)NC(=O)N(CC(=O)N3CC(=O)Nc4ccccc43)C2=O)cc1 (stereo unspecified)	2.0	2	-2	0	1.4	-13	18	1.5	.
Cc1ccc(-n2nnnc2Sc2ccc(S(=O)(=O)NCCN(C)C)cc2[N+](=O)[O-])cc1	4.1	-4	-9	4	8.8	8	-5	0.5	11
Nc1cccc(OCCCCCOc2cccc(N)c2)c1	.	.	.	-3	.	-7	12	0.9	.
COC(=O)C1=C(C)NC(=O)/C1=C\c1cc(C)n(-c2ccccc2F)c1C	-1.1	-14	-9	6	-2.2	0	16	3.1	-10
Cc1cc(/C=N/n2cnnc2)c(C)n1-c1ccc2ncccc2c1	2.6	-3	-13	-24	2.0	-18	16	1.3	.
Cc1ccc(NC(=O)c2noc3c2CCC3)cc1C	.	.	.	-13	.	-17	10	1.6	2
C(=NN=C1c2ccccc2-c2ccccc21)c1c[nH]c2ccccc12	.	.	.	6	.	-6	11	1.1	.
Cc1ccc(Cl)cc1-c1cc(C(=O)Nc2ccc(F)cc2)[nH]n1	.	.	.	24	.	6	-5	3.5	.
Cn1c(SCC2CCCO2)nnc1-c1ccc([N+](=O)[O-])cc1 (stereo unspecified)	-0.9	-6	-22	-15	-1.1	-17	14	1.0	3
CCCCOc1ccc(C2C(C(=O)c3cccs3)=C(O)C(=O)N2CCN2CCOCC2)cc1 (stereo unspecified)	0.1	-6	-7	-10	-0.6	-7	19	0.5	-3
CCOP(=O)(OCC)C(NC(=O)Nc1c(C)cc(C)cc1C)c1ccccc1 (stereo unspecified)	0.4	-4	-13	4	-1.1	-5	0	1.0	7
CCOc1cccc(CNCCO)c1OCc1ccc(Cl)cc1	4.2	-9	-18	12	4.8	-14	18	2.7	0
NC(=O)[C@@H]1CCCN1C(=O)c1ccc2nc(Cc3cccc(Cl)c3)oc2c1	0.2	-6	-5	-11	-0.5	4	-5	-0.3	-8
Nc1nnnn1/N=C/c1cc(Br)ccc1O	0.3	-4	-2	-53	1.0	-3	-3	0.0	.
Cc1cccc(Cn2c(C(C)(C)C)cc3cccnc32)c1	2.4	-5	-26	2	2.6	-7	10	4.2	4
Cc1ccccc1-n1nc(CSc2nc3ccccc3[nH]2)c(-c2ccccc2)c1N	0.3	-7	-26	16	-0.9	-12	17	3.8	0
C(=N\Nc1ccccc1)/c1ccc(N2CCOCC2)cc1	0.0	-3	-4	2	-0.1	-11	8	0.4	-8
O=[N+]([O-])c1cc(C(F)(F)F)ccc1NCCc1c[nH]c2ccc(O)cc12	8.4	-3	0	14	0.2	-3	11	5.2	-12
COc1cc(NC(=O)C2CCN(S(=O)(=O)c3cccs3)CC2)c(C(=O)O)cc1OC	.	.	.	1	.	4	4	0.7	.
O=C(O)CN1C(=O)C(=O)N(Cc2cccc(F)c2)C1=O	-0.4	-7	2	-1	1.4	-13	10	1.0	3
Going on with the list.
SMILES	V1R ag counter	OXTR potentiator	CHO parental Ca	TAAR1 antagonist	OXTR agonist	CHO-K1 Ca antag	M1 PAM parental	M1 ag parental	GPR7 antag
CCOCCCNC(=O)C(NC(=O)C1CCC(=O)N1)c1ccc(C)cc1 (stereo unspecified)	0.6	1	-2	12	0.5	0	-2	-0.4	3
CC(C)CNS(=O)(=O)c1cc(C(=O)OCC(=O)N2CCOCC2)c(Cl)cc1Cl	2.8	-10	-13	3	2.3	-21	10	3.5	1
O=c1cc(-c2ccc(C(F)(F)F)cc2)oc2ccccc12	3.7	-8	-27	0	-1.5	14	-24	0.8	.
Oc1c(C(c2ccccc2Cl)N2CCCC2)ccc2cccnc12 (stereo unspecified)	7.0	-10	13	29	9.7	-4	2	1.0	0
N#C/C(=C/c1ccc(CNS(=O)(=O)c2ccccc2)o1)C(N)=O	-0.2	0	3	-16	-0.5	6	-8	0.1	-7
O=S(=O)(c1ccc(Cl)cc1Cl)n1ccc2cccnc21	-1.1	-4	-27	7	-2.5	0	-3	0.1	-14
O=C(Nc1cnn(Cc2ccc(Cl)cc2Cl)c1)c1noc2c1CCCC2	1.7	-3	-19	15	-0.7	-2	12	0.4	-4
O=C(NCCOC(=O)c1ccc(F)cc1)c1ccc(F)cc1	0.1	-18	19	-11	-1.2	-11	21	6.5	-6
CC1(C)CC2(CCO1)OC(=O)CC2C(=O)NCc1ccccc1 (stereo unspecified)	0.6	-1	-7	12	0.4	2	-6	-0.2	-14
CCCCCC1C(=O)C[C@@H]2CCN3C(=O)CCC[C@H]1[C@H]23 (stereo partly specified)	.	.	-12	-1	.	-1	19	0.9	.
COCCCN1C(=O)C(CC(=O)NC2CC2)CC(C(=O)N(C(C)C)C(C)C)=C1C (stereo unspecified)	.	.	.	-10	.	2	-7	-0.2	.
COC(=O)c1ccc(NC(=O)c2sc3nc(-c4ccccc4)cn3c2C)cc1	4.6	-9	7	27	6.2	-7	25	3.5	-13
Cc1ccn2c(=O)c(C(=O)NCCCN3CCCC3=O)c(O)nc2c1	-0.2	2	-16	-7	0.6	-19	15	1.0	-20
Cc1ccccc1C(=O)NC(=S)NCCC1=CCCCC1	-0.9	-8	-20	-12	-1.6	-25	26	-0.2	-20

Among those listed so far, these contain a tert-butyl group.
SMILES	V1R ag counter	OXTR potentiator	CHO parental Ca	TAAR1 antagonist	OXTR agonist	CHO-K1 Ca antag	M1 PAM parental	M1 ag parental	GPR7 antag
C[C@@H]1COC(=O)[C@H](CC(=O)OC(C)(C)C)C/C=C\C[C@H](CC(=O)NCCO)C(=O)N1	0.3	5	2	4	1.2	-17	18	1.4	.
Cc1nc(C)c(-c2nnc(-c3ccc(C(C)(C)C)cc3)o2)cc1C(=O)NN	0.7	-6	-9	-30	0.1	-8	19	1.5	-9
Cc1cccc(Cn2c(C(C)(C)C)cc3cccnc32)c1	2.4	-5	-26	2	2.6	-7	10	4.2	4
